HGIII-sPLA2 inh – human group III sPLA2 inhibitors, primary screen, biochemical, QFRET, BODIPY PC-A2 liposome substrate | Group 3 secretory phospholipase A2 (Homo sapiens), Q9NZ20 | QFRET BODIPY PC-A2 liposome hydrolysis, fluorescence | inhibition, % at 12.2 µM | 370,000 compounds, 0.56% hits;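 active = inhibition above mean plus 3 SD of compounds lying within the high and low control bounds, cut at about 19% in these data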;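 also: 0% = median of test compound wells and 100% = no enzyme DMSO wells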
PLC-beta3 inh – human PLC-beta3 inhibitors, primary screen, biochemical, fluorescence; AID 720704, 2013; inhibition, % at 12.2 µM; Purified PLC-beta3, fluorogenic substrate; 1-phosphatidylinositol 4,5-bisphosphate phosphodiesterase beta-3 (Homo sapiens), Q01970; 370,000 compounds, 0.18% hits; in the data active = inhibition above about 11%;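 also: 0% = median of compound wells on plate and 100% = full blocker control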
hgDAF-12 ag – H. glycines DAF-12 receptor agonists, primary screen, cell-based, luminescence, HEK293, GAL4 fusion, UAS-luciferase; HEK293 GAL4-hgDAF12 UAS-luciferase reporter, agonist luminescence; normalized to butyrate control; Nuclear hormone receptor DAF-12 (Heterodera glycines), GAL4 fusion; activation, % at 6.8 µM; AID 687014, 2013; 370,000 compounds, 1.8% hits;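 active = activation above a cutoff set at the mean of all screened compounds plus 3 SD, cut at about 10% in these data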;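 also: 0% = DMSO wells and 100% = sodium butyrate wells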
hcDAF12 agonist – H. contortus DAF-12 nuclear receptor activators, primary screen, cell-based, luminescence, HEK293, lit1-tk-luc reporter | HEK293 hcDAF-12 lit1-tk-luc reporter; 0% DMSO, 100% Δ7-dafachronic acid | activation, % at 6.8 µM | 370,000 compounds, 1.4% hits | AID 652067, 2013;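 active = activation above the mean of all tested compounds plus 3 SD, cut at about 5.5% in these data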;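 also: 100% = response to 3 µM Δ7-dafachronic acid high control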
ssDAF-12 act – S. stercoralis DAF-12 nuclear receptor activators, primary screen, cell-based, luminescence, HEK293, GRIP1 co-expression, lit1-tk-luc. 370,000 compounds, 1% hits. AID 652126, 2013. HEK293 ssDAF-12/GRIP1 lit1-tk-luc reporter; % of 3 µM dafachronic acid response. activation, % at 6.8 µM;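 active = activation above the mean over all tested compounds plus 3 SD, cut at about 0.9% in these data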;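 also: 0% = DMSO-only wells and 100% = 3 µM delta7-dafachronic acid wells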
PLC-gamma1 inh – PLC-gamma1 enzyme inhibitors, primary screen, biochemical, fluorescence, purified enzyme; fluorogenic substrate; inhibition, % at 12.2 µM; 370,000 compounds, 0.84% hits; in the data active = inhibition above about 9.5%
ADAM17 inh – ADAM17 inhibitors, primary screen, biochemical, QFRET | Disintegrin and metalloproteinase domain-containing protein 17 (Homo sapiens), P78536 | recombinant ADAM17, EDANS/DABCYL FRET peptide cleavage | inhibition, % at 6.95 µM | 370,000 compounds, 0.83% hits;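 active = inhibition above the mean of compounds lying between control limits plus 3 SD, set per campaign, cut at about 8.5% in these data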;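 also: 0% = DMSO-only wells as the low control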
Target sequence (P78536 215-824 limits assumed): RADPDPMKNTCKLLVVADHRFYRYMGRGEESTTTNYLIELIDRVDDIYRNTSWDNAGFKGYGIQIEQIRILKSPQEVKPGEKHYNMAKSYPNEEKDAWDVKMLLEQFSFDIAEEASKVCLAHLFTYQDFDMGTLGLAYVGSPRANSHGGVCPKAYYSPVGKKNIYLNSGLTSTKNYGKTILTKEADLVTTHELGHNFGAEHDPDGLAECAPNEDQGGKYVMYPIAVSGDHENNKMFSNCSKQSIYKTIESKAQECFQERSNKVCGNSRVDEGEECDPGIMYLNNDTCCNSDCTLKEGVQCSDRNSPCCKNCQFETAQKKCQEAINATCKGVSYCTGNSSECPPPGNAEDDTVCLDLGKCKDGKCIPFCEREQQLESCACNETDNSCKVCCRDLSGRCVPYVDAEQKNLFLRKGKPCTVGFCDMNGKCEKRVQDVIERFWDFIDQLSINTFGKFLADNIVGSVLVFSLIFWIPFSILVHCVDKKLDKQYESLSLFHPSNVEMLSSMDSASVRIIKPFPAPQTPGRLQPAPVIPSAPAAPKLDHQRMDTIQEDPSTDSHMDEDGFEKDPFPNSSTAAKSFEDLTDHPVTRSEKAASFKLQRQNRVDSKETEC
ADAM10 inh – human ADAM10 inhibitors, primary screen, biochemical, QFRET, HTS. Disintegrin and metalloproteinase domain-containing protein 10 (Homo sapiens), O14672. recombinant ADAM10, EDANS/DABCYL FRET peptide cleavage, 3 h. inhibition, % at 7 µM. 370,000 compounds, 0.62% hits;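 active = inhibition above a per-campaign cutoff equal to the mean of compounds falling between control-based bounds plus 3 SD, cut at about 20% in these data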;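 also: 0% = DMSO wells while the 100% control is not disclosed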
FXN GAA850 act – FXN promoter activators, primary screen, cell-based, luciferase luminescence, HEK293 lucGAA850; HEK293 lucGAA850 FXN promoter luciferase reporter, 24 h; percent of 10 µM SAHA response; AID 540364, 2011; 360,000 compounds, 0.56% hits; activation, % at 6 µM;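 active = activation above the average of all compounds screened plus 3 SD, cutoff fixed separately per campaign, cut at about 7.5% in these data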;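 also: 0% = DMSO wells and 100% = 10 µM SAHA wells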
DAX1 inh-1 – DAX1 (NR0B1) inhibitors on StAR promoter, primary screen, cell-based, luminescence, SF-1 (NR5A1), full-length DAX-1; HEK293T StAR-luciferase reporter, SF-1/DAX-1 repression relief; inhibition, % at 6.8 µM; 370,000 compounds, 1.1% hits; AID 652010, 2013;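 active = inhibition above the mean over all tested compounds plus 3 SD, cut at about 3.6% in these data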;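 also: 0% = DAX-1 cells with DMSO and 100% = cells lacking DAX-1 with DMSO; higher inhibition means more luminescence from relief of DAX-1 repression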
DAX1 inh-2 – DAX1 (NR0B1) inhibitors, primary screen, cell-based, HEK293, Gal4-DAX1, luciferase luminescence; 340,000 compounds, 0.99% hits; inhibition, % at 6.75 µM; HEK293 Gal4-DAX1 luciferase reporter; AID 504766, 2011;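 active = inhibition above the mean over all tested compounds plus 3 SD, cut at about 4.2% in these data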;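 also: 0% = DAX1-transfected cells with DMSO and 100% = empty-vector control cells with DMSO; inhibition shows as a rise in luminescence from relieved DAX1 repression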
Target sequence (P51843 207-470 limits assumed): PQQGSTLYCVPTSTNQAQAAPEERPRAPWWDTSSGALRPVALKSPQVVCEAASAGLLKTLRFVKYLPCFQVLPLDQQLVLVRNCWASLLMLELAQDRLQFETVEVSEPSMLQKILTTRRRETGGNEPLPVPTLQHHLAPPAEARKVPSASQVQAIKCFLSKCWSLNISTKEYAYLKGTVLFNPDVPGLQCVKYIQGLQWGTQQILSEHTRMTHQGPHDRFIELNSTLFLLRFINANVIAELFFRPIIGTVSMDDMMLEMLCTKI
* hit, by the source's call; nt = no result given.

Every second line gives: hcDAF12 agonist | ADAM17 inh | FXN GAA850 act | ssDAF-12 act | PLC-beta3 inh | HGIII-sPLA2 inh | PLC-gamma1 inh | ADAM10 inh | DAX1 inh-1 | hgDAF-12 ag | DAX1 inh-2
1. CC1CCCN(C(=O)c2nn(C)c3c2CS(=O)(=O)c2ccccc2-3)C1 (configuration not stated)
 : -1.0 | 1 | -2.5 | -0.8 | -1 | 5 | 7 | 7 | 0.6 | 0.1 | 0.1
2. CCOc1ccc(CCNC(=O)c2nn(C)c3c2CS(=O)(=O)c2ccccc2-3)cc1OCC
 : -4.1 | -3 | -0.6 | -1.5 | -4 | 4 | 6 | 12 | -1.2 | -5.6 | -0.1
3. COc1ccc(NC(=O)CN(C)CC(=O)Nc2sc3c(c2C#N)CCC3)cc1
 : 0.4 | 0 | -0.6 | -0.5 | -21 | -12 | -11 | 1 | -1.9 | -2.0 | 0.6
4. COc1ccc(NC(=O)c2cccc3ccccc23)cc1
 : 0.8 | 2 | -0.7 | -1.2 | -4 | -4 | 9.9* | 11 | -0.5 | 11* | 0.2
5. CNC(=O)c1[nH]cnc1C(=O)Nc1ccc(OC)cc1
 : -0.5 | -1 | 1.5 | -1.2 | 1 | 5 | 0 | 14 | -0.5 | 3.6 | 0.0
6. CCCC[C@@H](CNC)NC[C@H](Cc1ccc(O)cc1)NCCc1ccc(OCC)cc1
 : 0.4 | 0 | -1.2 | -1.3 | 2 | 4 | 2 | 4 | 0.1 | -0.9 | 1.2
7. COc1cccc(C2CC(c3ccc(C(C)C)cc3)n3nc(N)nc3N2)c1 (configuration not stated)
 : -0.5 | -6 | 2.4 | -1.4 | -10 | 7 | -10 | -30 | -0.6 | -1.6 | 4.1
8. NC(=O)CC1C(=O)N(c2ccccc2)C(=S)N1NC(=O)c1ccc(Br)cc1 (configuration not stated)
 : -0.3 | 8 | 3.7 | -0.9 | -3 | -29 | 4 | 10 | 1.0 | 8.9 | 0.5
9. O=c1c(-c2ccc(O)cc2)coc2cc(O)cc(O)c12
 : 2.6 | -3 | 4.2 | 0.2 | 0 | 0 | 3 | -10 | 2.9 | 17* | 4.2*
10. CCOC(=O)C1=C(C)N=C(SC)N(C)C1c1ccccc1 (configuration not stated)
 : -0.5 | -5 | 1.4 | -1.9 | 0 | 2 | 2 | -4 | -0.1 | 2.5 | -0.1
11. COc1cccc(C2=CC(=O)C[C@H](c3ccc(F)cc3)C2)c1OC
 : -0.9 | -1 | 1.2 | -0.9 | -5 | -4 | -5 | -1 | -0.1 | 1.2 | 0.6
12. Nc1nonc1-n1nnc(C(=O)N/N=C/c2cccnc2)c1CSc1ccc(Cl)cc1
 : -1.0 | -3 | -3.2 | -0.9 | -10 | -9 | 1 | 2 | -0.1 | 2.3 | -0.3
13. Cc1cc(NC(=O)CS(=O)(=O)c2cn(Cc3ccccc3Cl)c3ccccc23)no1
 : -3.2 | 2 | -1.9 | -2.2 | -9 | -24 | -3 | 2 | -0.7 | -3.4 | -2.6
14. N=c1c2c(n(Cc3ccccc3)c3c1CCC3)CCC2
 : -2.8 | -3 | -0.9 | -1.9 | 1 | -3 | 3 | 6 | -1.8 | -5.0 | -3.4
15. O=C(c1cccc(S(=O)(=O)N2CCCCCC2)c1)N1CCN(c2ccccc2F)CC1
 : -2.6 | -1 | 2.7 | -0.9 | -3 | -14 | 7 | 11 | -1.3 | -3.5 | -0.2
16. COc1ccc(NC(C#N)c2ccccc2OCc2ccccc2)cc1 (configuration not stated)
 : -0.5 | -11 | 2.7 | -1.0 | -13 | 17 | -3 | -12 | 0.1 | 0.7 | -0.2
17. O=C(CS(=O)CC(=O)N(CC(=O)NC1CCCC1)c1ccc2c(c1)OCCO2)Nc1ccc(F)cc1 (configuration not stated)
 : -1.2 | -6 | -0.6 | -0.6 | -2 | -5 | -3 | -13 | -0.7 | -0.1 | 0.4
18. Cc1ccc(-n2nnnc2-c2cnc3cc4c(cc3c2C)OCO4)cc1
 : -0.5 | -4 | -3.1 | -1.2 | -1 | -1 | 2 | -12 | -0.6 | 0.4 | 1.4
19. CCN(CC)S(=O)(=O)c1ccc(NC(=O)COc2cccc(-n3cnnn3)c2)cc1
 : 1.0 | -4 | -0.2 | -0.9 | 0 | -21 | 0 | -3 | -0.6 | 1.3 | -0.3
20. C#CCN1C(=O)C(O)(CC(=O)c2cc(OC)ccc2OC)c2ccccc21 (configuration not stated)
 : -2.1 | -4 | 0.1 | -0.6 | -37 | 7 | -32 | -22 | -0.6 | -0.8 | 2.0
21. CC1CCCCN1C(=O)COC(=O)CSc1ccc(C(N)=O)cc1[N+](=O)[O-] (configuration not stated)
 : 0.8 | -1 | -1.1 | -0.8 | -2 | 1 | -3 | -2 | 0.7 | 1.4 | 1.8
22. CCc1cc(C(=O)N/N=C/c2ccc(O)cc2)c2ccccc2n1
 : -1.6 | 2 | -1.4 | -0.8 | -9 | -4 | -3 | -4 | -0.7 | 0.3 | 1.0
23. CCOC(=O)c1c(CN(C)C)oc2cc(CN(C)C)c(O)c(CSc3ccccc3)c12
 : -1.3 | -4 | -0.3 | -1.3 | -4 | -5 | -5 | -5 | -0.5 | 0.3 | -0.3
24. COc1ccc(S(=O)(=O)N2CCOCC2)cc1NC(=O)CSc1cc(C)ccc1C
 : -0.3 | 0 | 3.6 | -0.5 | -10 | 3 | 2 | -9 | -1.0 | -1.4 | 0.1
25. O=C(O)CN1C(=O)/C(=C\c2cccc(OCc3ccccc3F)c2)SC1=S
 : -0.1 | -2 | 2.3 | -1.0 | -4 | -33 | -1 | 7 | 1.3 | 3.0 | 0.0
26. CC(=O)c1cccc(CN2CCC(n3nccc3NC(=O)CCCc3ccccc3)CC2)c1
 : -2.2 | -4 | -0.2 | -1.3 | -9 | -4 | 0 | -5 | -1.5 | -1.9 | -0.1
27. CC(=O)NCCc1ccc(S(=O)(=O)NCc2ccc3c(c2)OCO3)cc1
 : 1.4 | -1 | -2.4 | -1.4 | 2 | 7 | 0 | 5 | -0.2 | -0.4 | -0.4
28. CC(C)(C)N/N=C1\CC(c2ccccc2)Oc2ccccc21 (configuration not stated)
 : 2.9 | 0 | 3.7 | -1.1 | -6 | -2 | -3 | 5 | -0.2 | -1.5 | 0.1
29. Cc1ccc(SCCC(=O)N2CCC(C)CC2)cc1
 : 2.1 | 2 | 4.0 | 0.0 | 2 | -7 | 1 | 6 | 1.4 | 8.5 | 5.7*
30. CC1CC(C)CN(C(=O)c2ccc(NS(=O)(=O)c3ccc4[nH]c(=O)[nH]c4c3)cc2)C1 (configuration not stated)
 : -0.3 | -6 | 0.0 | -0.6 | -7 | 0 | -8 | -46 | 0.3 | 1.0 | 1.5
31. Cn1c(Cc2ccccc2)nnc1SCC(=O)NCCc1ccccc1
 : -2.1 | 0 | 1.4 | -1.1 | 7 | 12 | 5 | -2 | 1.5 | -1.3 | -1.5
32. COc1ccc(Br)cc1CNCCSc1nnnn1C
 : -1.0 | -3 | 2.2 | -1.7 | 5 | -2 | 2 | -3 | 0.0 | -0.2 | 0.7
33. CCN(CC)CCCNC(=O)CC1Sc2ccccc2NC1=O (configuration not stated)
 : -0.6 | -5 | 1.4 | -0.5 | -2 | 8 | -4 | 0 | 0.0 | -0.8 | 3.9
34. Clc1ccc(-c2cccs2)nn1
 : -1.0 | 1 | 0.7 | -0.4 | 1 | -1 | -2 | 0 | -0.5 | 2.4 | 0.9
35. Cc1ccc(-n2c(COc3ccccc3)nnc2SCC(=O)Nc2ccc3c(c2)OCCO3)cc1
 : -2.8 | 10* | nt | -1.4 | 1 | -18 | 3 | 10 | -2.9 | -0.2 | nt
36. C=CCc1c(N(CC)CC)nc(C)[nH]c1=O
 : -0.9 | -6 | 3.0 | -1.5 | -5 | 3 | 0 | -8 | 0.2 | 1.7 | 3.1
37. NC(=O)c1oc2ccccc2c1NC(=O)CCc1ccccc1
 : -1.3 | 2 | -0.5 | -1.1 | 1 | -4 | 2 | -4 | -1.6 | -0.8 | 0.1
38. CCC(=O)Nc1nc2ccc([N+](=O)[O-])cc2s1
 : -1.5 | 0 | 0.1 | -1.2 | -3 | 1 | 1 | 7 | -0.6 | 1.5 | -0.9
39. COc1ccc(S[C@]2(C(=O)N3CCN(c4ncccn4)CC3)CC(=O)N(C(=O)CCc3ccccc3)[C@@H]2c2ccc(OC)cc2)cc1
 : 3.4 | 0 | nt | -0.7 | 0 | 1 | 1 | -4 | -0.5 | 0.5 | nt
40. COC(=O)c1c(-c2ccc(C)cc2)csc1NC(=S)NC(=O)c1ccc(F)cc1
 : -2.5 | -4 | 0.3 | -0.9 | -1 | 5 | -4 | 4 | -0.6 | -0.5 | 0.2
41. Cc1ccccc1Nc1nc(N)nc(CSc2ccccc2)n1
 : 6.9* | -2 | 5.7 | 0.7 | 2 | 1 | 0 | -1 | 6.4* | 16* | 3.7
42. Nc1ccc(-n2nncc2-c2ccccc2)cc1
 : -1.1 | -2 | 3.5 | -1.3 | -1 | 7 | 1 | 1 | 0.0 | 0.2 | 2.2
43. CCCCn1c(SCC(=O)Nc2cc(C)on2)nnc1-c1cccs1
 : -1.0 | -3 | -0.8 | -0.9 | -2 | -2 | 2 | -2 | 0.2 | -2.6 | 0.5
44. CCN(c1ccc(NC(=O)COC(=O)c2ccc3ccccc3n2)cc1)C(C)C
 : 4.6 | 2 | 2.8 | 0.9* | -6 | -14 | -2 | 11 | 0.5 | 4.7 | -0.6
45. CCN(CC)c1ccc(/C=N/N2CCOCC2)cc1
 : 0.7 | -3 | 4.1 | -0.5 | -3 | -1 | 0 | -8 | 1.0 | 7.5 | 1.1
46. O=C(Oc1ccc(N2C(=O)CCC2=O)cc1)c1ccco1
 : 1.7 | -4 | 1.0 | -0.7 | 0 | -2 | 0 | -1 | -0.5 | -1.6 | 0.4

3 compounds from above, sorted by their value in PLC-gamma1 inh, ascending.
item	structure	PLC-gamma1 inh
45	CCN(CC)c1ccc(/C=N/N2CCOCC2)cc1	0
38	CCC(=O)Nc1nc2ccc([N+](=O)[O-])cc2s1	1
31	Cn1c(Cc2ccccc2)nnc1SCC(=O)NCCc1ccccc1	5

Source: PubChem

Not a hit list, and some 6.9% of all compounds hit somewhere here.
